Assay outcomes as filed in PubChem.
SR-BI HDL uptake: blocks mouse SR-BI lipid uptake from DiI-HDL; ldlA[mSR-BI] CHO cells, DiI-HDL uptake fluorescence, 3 h; AID 488896; hit rate 0.96% among 320,000; inhibition, % at 12.5 µM;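 active = mean replicate inhibition of at least 70% and a set share of replicates each scoring 70 or more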;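 note: 0% = median of neutral control wells and 100% = median of positive control wells; values of inactives mirror those of a sister screen read the other way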
HTR5A inv ag: HTR5A inverse agonism, opioid heterodimer counter-screen. inhibition, % at 9.3 µM. P47898. HTR5A cell line, luminescence. hit rate 0.083% among 340,000; in the data active = inhibition mostly above about 23%, no sharp cut-off; inactive = mostly below about 18%;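 note: 0% = cells with DMSO and 100% = no-cell wells with DMSO; some compounds called inactive have numbers as strong as hits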
CDK5 p35 inh: blocks human CDK5/p35 kinase activity; Q00535+Q15078; Recombinant CDK5/p35, ADP-Glo luminescence, 60 min; inhibition, % at 10 µM; hit rate 0.01% among 330,000;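 active = highest replicate inhibition of at least 50% and at least 75% of replicates reaching 50%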;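 note: plate controls were DMSO neutral control for no effect and GW8510 at 10 µM for full effect; many of its hits are not listed in these tables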
Target sequence (Q00535 whole entry, looked up): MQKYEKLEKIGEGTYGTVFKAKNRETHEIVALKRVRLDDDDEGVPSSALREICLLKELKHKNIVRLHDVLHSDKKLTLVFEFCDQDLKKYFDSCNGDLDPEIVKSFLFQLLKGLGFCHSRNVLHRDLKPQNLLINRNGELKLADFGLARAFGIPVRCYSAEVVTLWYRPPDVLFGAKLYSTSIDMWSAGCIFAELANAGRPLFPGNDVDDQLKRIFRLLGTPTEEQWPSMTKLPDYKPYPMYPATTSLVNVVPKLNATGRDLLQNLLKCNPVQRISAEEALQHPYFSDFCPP
Target sequence (Q15078 whole entry, looked up): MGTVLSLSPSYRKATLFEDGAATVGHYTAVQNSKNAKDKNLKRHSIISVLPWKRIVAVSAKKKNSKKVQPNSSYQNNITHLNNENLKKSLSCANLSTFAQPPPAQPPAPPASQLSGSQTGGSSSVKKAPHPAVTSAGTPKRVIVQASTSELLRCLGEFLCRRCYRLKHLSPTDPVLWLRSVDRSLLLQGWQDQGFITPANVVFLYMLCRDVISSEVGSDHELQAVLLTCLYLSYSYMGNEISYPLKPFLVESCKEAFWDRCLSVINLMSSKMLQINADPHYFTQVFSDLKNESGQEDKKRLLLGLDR
NSD2 inh: blocks human histone methyltransferase NSD2; AID 743445; hit rate 0.54% among 310,000; NSD2 peptide methylation, AlphaScreen, 120 min; inhibition, % at 12.5 µM; in the data active = inhibition above about 50%
MITF act: MITF TRPM1 promoter activation in melanoma cells; SK-MEL-5 TRPM1-promoter luciferase, 24 h; % of positive control, neutral wells = 0; AID 588334; activation, % at 12.5 µM; hit rate 0.75% among 300,000;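 active = mean activation of at least 80% with every replicate also reaching 80%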;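 note: 0% = neutral control wells and 100% = parthenolide positive control wells; values of inactives mirror those of a sister screen read the other way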
dFosB act: mouse delta FosB homodimer activation. purified delta FosB, TAMRA-CDK5 oligo fluorescence polarization; percent of positive-control signal above neutral wells. P13346. hit rate 0.99% among 340,000. AID 493131. activation, % at 25 µM;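 active = mean activation above about 17%, with every replicate also reaching it, limit read from the data, passing the limit was not always enough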;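 note: fluorescence polarization rise as delta FosB binds a TAMRA Cdk5 AP-1 oligo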
Target sequence (P13346 whole entry, looked up): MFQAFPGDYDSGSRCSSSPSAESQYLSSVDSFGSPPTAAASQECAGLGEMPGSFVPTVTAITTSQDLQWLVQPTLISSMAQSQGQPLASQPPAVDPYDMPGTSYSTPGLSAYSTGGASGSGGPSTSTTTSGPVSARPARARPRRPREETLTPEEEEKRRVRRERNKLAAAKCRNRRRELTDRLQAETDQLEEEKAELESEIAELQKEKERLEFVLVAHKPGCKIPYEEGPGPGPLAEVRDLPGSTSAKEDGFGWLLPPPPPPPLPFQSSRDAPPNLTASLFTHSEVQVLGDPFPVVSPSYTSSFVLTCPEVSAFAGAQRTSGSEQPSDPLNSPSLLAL
PvdQ acylase: blocks Pseudomonas aeruginosa PvdQ acylase activity | purified PvdQ acylase, fluorescence plate reader | inhibition, % at 10 µM | hit rate 0.063% among 340,000 | AID 488965; in the data active = inhibition above about 30%, passing the limit was not always enough;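 note: 0% = vehicle neutral wells and 100% = reference inhibitor wells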
HTR5A ag: counter-screen for OPRM1-OPRD1 agonists: human HTR5A agonism. P47898. HTR5A agonist assay, luminescence, cell-based. activation, % at 9.3 µM. hit rate 0.61% among 340,000; in the data active = activation mostly above about 9.5%, no sharp cut-off; inactive = mostly below about 7.6%;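 note: 0% = cells with vehicle only and 100% = reference agonist; strong numbers were not always called active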
V-ATPase pHluor: yeast V-ATPase proton transport regulation by pHLuorin; S. cerevisiae, pHLuorin cytosolic pH fluorescence; response, % at 10 µM; hit rate 0.37% among 350,000; in the data active = response mostly above about 7.3%, no sharp cut-off; inactive = mostly below about 5.4%; note: actives read high; inactives centre near 0; some compounds called inactive have numbers as strong as hits; reference of the scale not given here
Wnt act: activates Wnt/beta-catenin signaling in a reporter cell assay; activator, plate reader; activation, % at 9.35 µM; hit rate 1.2% among 300,000; in the data active = activation above about 30%, passing the limit was not always enough;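 note: 0% = neutral control wells and 100% = positive control wells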
* = called active by the depositor; · = no result given; & = joins results of further samples.

SMILES,SR-BI HDL uptake,HTR5A inv ag,CDK5 p35 inh,NSD2 inh,MITF act,dFosB act,PvdQ acylase,HTR5A ag,V-ATPase pHluor,Wnt act
COc1cc2cc(C)nc(Cc3cccc4ccccc34)c2cc1OC,5.2,-4.4,-0.4,·,-3.3,-0.2,6.2,1.6,-4.7,-4.5&-5.0
COc1ccc(CCC(=O)OCC(=O)c2c(N)n(CC(C)C)c(=O)n(C)c2=O)cc1,13.8,-23.3,-0.1,-0.8,-9.6,-9.3,8.1,-3.5,-3.2,-3.5
COc1ccccc1NC(=S)NC(NC(C)=O)C(Cl)(Cl)Cl (centres undefined),10.9,0.8,0.5,-1.2,-0.8,-19.0,-8.4,-0.3,-0.4,4.7
Cc1nn(CCCNC(=O)C2CCCO2)cc1Br (centres undefined),-47.6,-0.1,-1.4,4.5,3.9,-0.3,-7.6,0.0,3.6,·
C=CCn1c(SCC(=O)Nc2c(C)nn(Cc3ccccc3)c2C)nnc1C(O)c1ccccc1 (centres undefined),-0.5,6.3,5.9,26.8,-0.2,-4.2,3.4,-2.7,1.7,-0.4
COc1ccc(CC(=O)Nc2nnc(C(C)C)s2)cc1OC,-13.5,3.3,-1.4,-0.2,-10.4,-1.6,-4.5,-1.3,3.7,-0.3
COc1ccc(NC(=O)Nc2ccc3c(c2)C(=O)N([C@H](C)CO)C[C@H](C)[C@@H](CN(C)S(=O)(=O)c2ccccc2)O3)cc1,11.9,15.3,-0.8,·,4.9,-2.7,7.8,-6.0,1.2,-8.0
COC(=O)c1c(NC(=O)CN2CCN(c3ccccc3Cl)CC2)sc(C)c1C,38.3,5.7,1.2,-1.0,-3.2,-5.1,-16.5,0.4,8.1,-4.9
CCN(CC(=O)NC)S(=O)(=O)c1ccc(Br)cc1,-18.0,11.5,0.4,-0.5,-10.6,5.3,-13.6,-0.2,-2.9,-6.4
CCOC(=O)Nc1nc(C)c(C(=O)N(C)C)s1,-27.1,-40.2,-1.0,-0.2,·,1.2,-6.3,1.6,1.0,25.3
Cc1cc(C)cc(OCC(=O)N(Cc2ccc(N(C)C)cc2)C2CCS(=O)(=O)C2)c1 (centres undefined),13.0,-1.2,1.4,5.2,·,-8.9,-2.7,4.0,2.0,-1.8
Cc1cc(C)c(O)c(-c2cc(C(=O)NCc3ccccc3)[nH]n2)c1,40.8,5.2,1.9,17.8,2.4,6.5,-15.1,-1.4,0.8,·
Cc1ccc(CN2CCN(/N=C/c3ccc(C)s3)CC2)cc1,-10.7,-3.9,-0.3,0.6,10.0,-8.0,-10.6,2.8,2.1,-7.8
CC1CCCCN1C(=O)c1ccc(C(=O)N2CCCCC2C)cc1 (centres undefined),4.4,3.6,-1.9,-3.3,-0.3,-9.5,-6.2,-0.1,-0.7,·
COC(=O)c1ccc(C(NC(=O)OCc2ccccc2)/C(C)=C/[C@@H](C)C(=O)NCc2ccc(-c3ccccc3)cc2)cc1 (some centres undefined),12.6,-1.4,1.4,·,4.1,-4.1,-9.9,1.7,0.7,·
Cc1cc(NC(=O)CCN2CCN(Cc3ccccc3)CC2)ccc1Br,-6.7,-5.2,0.8,6.6,·,-15.8,-10.4,1.4,1.7,0.6
COC(=O)Cn1ncc(N(C)Cc2ccccc2)c(Cl)c1=O,·,-11.6,-0.3,2.5,69.4,-1.8,0.9,4.3,4.1,19.1
COC(=O)/C=C1\SC(=NC(=O)c2ccc(C)cc2)NC1=O,-1.7,5.1,-2.9,-2.9,6.6,2.8,3.3,-2.1,2.7,-0.6
COC(=O)CCC(=O)OC1(C)C(=O)C2=CN(Cc3ccc(OC)cc3)C(c3ccc(OC)cc3)=CC2=C(Br)C1=O (centres undefined),-20.7,4.7,-3.5,·,25.3,-2.5,-17.7,-1.9,1.5,0.3
CCN(CC)c1nc(-c2ccccc2)cc(C(F)(F)F)c1C#N,30.1,9.2,-0.2,-4.3,-9.7,-1.3,-11.2,-4.2,4.8,·
Cc1cccc(N2CCN(C(=O)CCn3c(=O)[nH]c4ccsc4c3=O)CC2C)c1 (centres undefined),5.0,-8.2,-4.5,4.1,2.2,-16.7,-12.2,3.1,1.4,-0.1
CN1CCN(NC(=S)NC2CCCC2)CC1,-10.5,12.5,1.2,-1.8,-5.4,5.5,-5.2,-2.8,-0.2,-8.5
C/C(=N\NC(=O)Cn1nc(C)c([N+](=O)[O-])c1C)c1ccc(Cl)s1,3.4,-2.7,0.5,-5.9,-18.1,4.9,-3.7,6.0,-2.2,-1.2
N#Cc1ccc(/C=N/N=C(N)N)cc1,-9.3,0.1,-0.9,-0.2,6.5,1.2,-8.4,0.1,-1.3,-3.7
Cc1ccc(C)c(OCCC(=O)Nc2cccc(S(=O)(=O)N3CCCCC3)c2)c1,36.9,-1.8,-0.3,4.2,6.0,-6.7,-6.9,4.4,0.9,-7.6
CCOC(=O)c1ccc(NC(=O)Nc2ccc3c4c(cccc24)C(=O)N3CC)cc1,22.7,-6.4,0.3,-2.8,10.0,-5.2,-11.3,0.4,0.5,·
COC(=O)c1ccc(C2c3[nH]c4ccccc4c3C[C@H]3C(=O)N(C4CCN(Cc5ccccc5)CC4)CC(=O)N23)cc1 (some centres undefined),32.2,-23.2,0.0,-1.9,-1.1,55.4*,-9.2,5.9,-3.3,0.8
CC(/C=N/n1c(-c2ccco2)n[nH]c1=S)=C\c1ccco1,4.8,13.4,4.8,10.3,-16.2,-10.9,-2.9,-7.1,0.7,·
CCCc1nc2sc3c(c2c(=O)n1NC(=O)CCC(=O)OC)CCCC3,·,9.6,0.5,-2.0,3.4,-4.3,-14.7,6.0,0.4,2.3
COC(=O)c1cc(S(=O)(=O)NCC2CCN(CCc3ccc(OC)cc3)CC2)cn1C,-30.4,-6.9,-3.7,0.2,0.1,-8.2,-10.6,1.7,-3.1,-1.0
CCOc1ccc(C2C(C#N)=C(N)Oc3cc(C)oc(=O)c32)cc1 (centres undefined),8.4,1.9,-0.6,-1.7,1.6,-6.9,-5.0,1.3,1.0,0.1
COC(=O)[C@H](CCSC)NC(=O)Nc1ccc(OC)cc1OC,2.3,2.9,-1.1,-1.1,3.7,3.2,-5.1,-2.1,-0.6,·
CC1CCN(C(=O)CCC(=O)Nc2nnc(C(F)(F)F)s2)CC1,-25.3,-13.2,1.0,0.4,18.6,-6.2,-8.9,0.2,-3.5,·
CCOC(=O)C(NC(=O)c1ccccc1)=C(C)C,-23.4,-3.5,0.9,-0.1,2.8,-3.0,-8.2,1.3,-3.5,-1.6
CCN(CC(=O)Nc1ccc(NC(C)=O)cc1)C(=O)/C=C/c1ccccc1,-5.2,8.9,0.4,0.2,15.7,-2.3,-10.2,2.5,-2.3,-1.3
O=C(COc1ccc(C(=O)c2ccccc2)cc1)Nc1cccnc1,-5.9,-7.5,1.1,-0.4,9.5,-10.6,-10.8,3.1,-0.6,-4.4
COc1ccc(S(=O)(=O)NC(C)C(=O)N2CCCCCC2)cc1 (centres undefined),-33.8,4.5,1.1,-1.4,2.4,1.6,-16.1,-1.2,-0.6,-4.2
Cc1c(Cl)cccc1NC(=O)C1Cc2ccccc2CN1C(=O)c1ccccc1 (centres undefined),-2.3,12.8,-1.1,-2.3,-8.9,-5.5,-6.1,5.6,6.6,-0.1
Cc1c(C(=O)NCc2ccccn2)sc2nc(-c3ccc(F)cc3)cn12,0.4,-6.0,1.8,-1.7,·,-7.8,-14.1,2.9,1.5,·
Cc1nn(C(C)(C)C)c(OC(=O)c2ccc(Br)o2)c1Sc1ccccc1,-25.7,8.6,-1.1,1.0,-8.4,-8.1,1.2,-3.3,-1.4,·
CCOC(=O)C(Cc1ccccc1)NC(C)=O (centres undefined),-5.8,-23.9,-1.2,-2.3,·,0.7,-11.8,12.2*,-1.6,0.2
COc1ccc(/C=C(\C#N)C(=O)Nc2cccnc2)cc1,21.7,-26.8,1.8,·,-7.2,-7.8,-8.1,4.0,-1.4,·
COc1ccccc1NC(=O)NCc1nc(-c2ccc(C(F)(F)F)cc2)no1,-0.3,·,0.7,5.0,·,3.9,10.2,·,-8.7,0.0
CCCCCCC(=O)Nc1nc(C)c(-c2csc(Nc3cc(OC)ccc3OC)n2)s1,106.5*,6.4,-0.6,·,6.4,-3.0,-10.6,1.6,2.7,-3.5
O=C(NCCN1CCOCC1)c1cccc(S(=O)(=O)N(Cc2ccccc2)c2ccccc2)c1,-37.1,-18.4,0.7,-0.2,-2.3,-2.6,-3.8,-0.4,-0.4,-1.3
Cc1cc2cc(CNC(=O)c3ccc(S(=O)(=O)N4CCOCC4)cc3)ccc2[nH]1,6.2,-14.9,-0.5,·,-3.5,-11.7,-16.1,4.9,-0.6,-1.0
NC(=O)COc1ccccc1/C=C1/SC(=O)N(CC(=O)N2CCc3ccccc3C2)C1=O,5.8,11.3,-0.5,4.7,7.1,-9.0,-8.4,-3.5,5.3,0.1
CCOCCn1c(N2CCCC2)nc2c1c(=O)[nH]c(=O)n2C,-13.7,-7.0,-0.9,3.5,·,8.8,5.8,1.9,-0.5,-1.8
CCNC(=O)N1c2ccc(OC)cc2C(C)=CC1(C)C,21.4,2.5,1.2,9.7,2.0,-2.1,6.4,-1.0,-3.9,-0.1
Cc1nc2ccccc2n1CC(=O)OCC(=O)NC1CC1,-0.2,-3.8,1.5,5.2,-5.4,-2.2,-4.8,1.5,-4.6,0.0

(more compounds)
SMILES,SR-BI HDL uptake,HTR5A inv ag,CDK5 p35 inh,NSD2 inh,MITF act,dFosB act,PvdQ acylase,HTR5A ag,V-ATPase pHluor,Wnt act
Cc1ccc(S(=O)(=O)c2c(C)cc(C)[nH]c2=O)c(C)c1,-8.9,-4.4,0.3,0.9,-16.8,-0.6,15.7,1.2,-3.6,-4.9
CN(C)C(=O)CNC(=O)C1CCCCC1,-8.5,3.8,0.4,29.4,13.6,1.4,-4.6,-2.5,-0.5,·
COc1ccccc1C(=O)CSc1cccc[n+]1[O-],11.5,10.0,0.2,-3.5,-4.7,1.9,-14.7,-2.5,0.0,-0.6
COCCCNC(=O)CN(c1cc(C(F)(F)F)ccc1Cl)S(C)(=O)=O,-17.1,-4.5,-0.7,7.8,-3.7,-1.8,2.0,1.5,-5.1,-1.7
O=C(OC(C(=O)NCc1cccs1)c1ccccn1)c1cccs1 (centres undefined),-15.5,-23.4,0.6,-1.1,-2.8,-6.0,12.9,-0.2,-3.1,1.2
O=C(CN1CCN(C(=O)C2CCCO2)CC1)Nc1cc(Cl)ccc1Cl (centres undefined),-13.6,5.7,0.0,-1.0,-2.6,-7.0,-13.4,8.5,-0.1,0.3
C/C(=N\NC(=O)c1ccc2c(c1)OCO2)c1cccnc1,-29.7,6.7,0.8,-1.5,59.5,-3.0,-17.2,-1.1,0.7,13.1
Cc1c(C(=O)NCC2CCCO2)oc2ccc(S(=O)(=O)N3CCCC3)cc12 (centres undefined),-10.0,5.4,-0.8,-1.6,-3.4,-7.9,-9.4,3.7,-0.4,·
CCCC(=O)Nc1ccc(C(=O)COC(=O)c2c(C)noc2C)cc1,1.3,11.8,1.1,-1.5,-2.8,-6.0,9.5,-4.8,-7.0,2.6
Cc1cc(C(=O)Nc2sc3c(c2C#N)CCC3)no1,1.7,14.2,-1.4,10.0,28.3,-1.2,-6.5,1.4,0.4,7.2
